SIAE inh: human SIAE inhibition, primary screen | Q9HAT2 | SIAE FP-Rh probe binding, fluorescence polarization | inhibition, % at 9.66 µM | actives 0.69% (n = 370,000);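 active means inhibition above a cutoff: mean of compounds within the control limits plus 3 SD of those, cut at about 17% in these data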;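 further: 0% = plate median of compound wells and 100% = probe without SIAE protein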
Target sequence (Q9HAT2 whole entry, looked up): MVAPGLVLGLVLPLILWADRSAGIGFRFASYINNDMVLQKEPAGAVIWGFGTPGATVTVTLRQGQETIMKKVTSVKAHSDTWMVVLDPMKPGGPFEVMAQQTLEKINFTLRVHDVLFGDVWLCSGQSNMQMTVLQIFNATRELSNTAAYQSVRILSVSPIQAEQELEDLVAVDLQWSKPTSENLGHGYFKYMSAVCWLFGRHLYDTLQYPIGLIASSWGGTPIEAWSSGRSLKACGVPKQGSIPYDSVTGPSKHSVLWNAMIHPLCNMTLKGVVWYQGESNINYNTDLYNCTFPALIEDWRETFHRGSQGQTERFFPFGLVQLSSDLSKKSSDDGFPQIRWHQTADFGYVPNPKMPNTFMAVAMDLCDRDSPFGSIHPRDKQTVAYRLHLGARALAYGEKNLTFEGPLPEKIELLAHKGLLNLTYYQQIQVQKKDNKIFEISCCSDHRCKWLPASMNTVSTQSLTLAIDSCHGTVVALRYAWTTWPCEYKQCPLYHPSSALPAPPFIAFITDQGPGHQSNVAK
MBD2 DNA inh: inhibitors of human MBD2 binding to methylated oligonucleotide; AID 686964; actives 0.31% (n = 370,000); inhibition, % at 4.4 µM; TR-FRET; in the data active means inhibition above about 13%
TCR-CD3 inh: blocks the human TCR-CD3 interaction | inhibition, % at 9.4 µM | actives 0.37% (n = 360,000) | AID 651800 | TAMRA-labeled TCR probe fluorescence, biochemical; in the data active means inhibition above about 19%;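 further: recombinant mutant TCR 2C K166C tagged with TAMRA read by polarization; 0% = receptor in buffer alone and 100% = receptor with positive control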
HTRA1 inhibitor: blocks human HTRA1 serine peptidase | recombinant HTRA1, FP-rhodamine activity-based probe, fluorescence polarization | inhibition, % at 5.96 µM | actives 0.5% (n = 340,000) | Q92743; in the data active means inhibition above about 36%;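 further: 0% = enzyme with DMSO and 100% = wells lacking enzyme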
ABHD4 inh: inhibits mouse alpha/beta hydrolase domain 4. purified mABHD4, FP-Rh probe fluorescence polarization. AID 720543. inhibition, % at 8.92 µM. Q8VD66. actives 0.54% (n = 370,000);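 active means inhibition exceeding the mean over every tested compound plus 3 SD, cut at about 30% in these data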;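 further: 0% = plate median of compound wells and 100% = S159A mutant with DMSO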
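Assay system: Wild-type mouse ABHD4 protein | Medium: HEPES pH 7.0 buffer, 150 mM NaCl, 0.01% Pluronic F-127 | Incubation: Enzyme–compound pre-incubation 45 min, then probe 60 min, both 25 °C | Technique: Fluorescence polarization with parallel and perpendicular emission, 525/598 nm | Evaluation: % inhibition of FP-Rh probe binding versus controls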
LEDGF integ inh: blocks HIV-1 LEDGF/p75-dependent DNA integration. TR-FRET IN-LEDGF/p75 DNA integration, Eu/Cy5. inhibition, % at 3.7 µM. actives 0.64% (n = 370,000). AID 743269;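 active means inhibition above the screen-wide mean plus 3 SD, cut at about 13% in these data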;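 further: signal is the Cy5 over europium emission ratio at 671 and 618 nm; 0% = plate median of compound wells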
NPR2 activator: GC-B (human) receptor activation. P20594. HEK293-GC-B cells, CNP EC30, cGMP TR-FRET; 0% at EC30 CNP, 100% saturating CNP. activation, % at 10 µM. actives 0.11% (n = 370,000);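 active means activation at 10 µM reaching about 35% in either raw or pattern-adjusted values, limit read from the data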
TDP2 absorb: blocks human TDP2 phosphodiesterase activity; O95551; inhibition, % at 12.8 µM; recombinant TDP2, T5PNP hydrolysis, p-nitrophenol absorbance 415 nm; actives 0.34% (n = 370,000);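 active means inhibition above the mean of all tested compounds plus 3 SD, set per campaign, cut at about 25% in these data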;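 further: 0% = DMSO with enzyme and 100% = buffer with substrate but no TDP2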
Target sequence (O95551 whole entry, looked up): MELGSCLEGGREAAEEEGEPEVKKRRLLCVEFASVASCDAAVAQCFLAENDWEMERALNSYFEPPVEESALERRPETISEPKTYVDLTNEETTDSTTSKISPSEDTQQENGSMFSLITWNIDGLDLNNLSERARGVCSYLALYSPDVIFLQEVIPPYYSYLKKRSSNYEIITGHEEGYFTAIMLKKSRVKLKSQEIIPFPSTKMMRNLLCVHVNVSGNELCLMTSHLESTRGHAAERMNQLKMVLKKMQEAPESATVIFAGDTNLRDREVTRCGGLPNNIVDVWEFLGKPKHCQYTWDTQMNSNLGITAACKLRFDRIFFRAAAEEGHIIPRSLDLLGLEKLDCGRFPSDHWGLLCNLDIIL
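System: recombinant human TDP2 / Amount: 120 nM TDP2 per well / Also added: 5 mM T5PNP chromogenic substrate / Doses: 12.8 µM single point, 1% DMSO / Incubation: 2 h at 37 °C / Detection: p-Nitrophenol epi absorbance / Evaluation: % inhibition relative to enzyme-containing and enzyme-free wells / Repeats: singlicate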
PRMT1 inh: inhibitors of human PRMT1. recombinant PRMT1, activity-based probe fluorescence polarization. inhibition, % at 2.79 µM. actives 1.3% (n = 370,000). AID 652257;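 active means inhibition above about 21% made by adding two undisclosed values, limit read from the data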
rCAG binder: r(CAG) repeat RNA binding | TO-PRO-1 dye displacement fluorescence | inhibition, % at 3 µM | actives 1.3% (n = 370,000);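 active means inhibition above the plate cutoff, the mean of all test compounds on that plate plus 3 SD, cut at about 35% in these data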;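 further: 0% = DMSO alone and 100% = 100 µM mitoxantrone as full dye displacement; higher means more dye released from RNA so lower well fluorescence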
* marks the source's active call; other numbers are inactive results; . = no result given. An excerpt. The share of hits here may be higher or lower than overall.

SMILES | SIAE inh | MBD2 DNA inh | TCR-CD3 inh | HTRA1 inhibitor | ABHD4 inh | LEDGF integ inh | NPR2 activator | TDP2 absorb | PRMT1 inh | rCAG binder
COc1ccc(C(=O)NCCc2ccccn2)cc1S(=O)(=O)Nc1ccc(Br)cc1 | -9.0 | 8.9 | 7.7 | -7.2 | -0.8 | -1.7 | -0.5 | -3.7 | -3.2 | 6.8
CCOC(=O)N/N=C(C)/C=C/c1ccccc1 | 5.1 | -4.0 | -2.2 | 5.1 | -0.5 | 0.5 | -0.3 | -0.3 | -2.5 | -3.9
Cc1cc(C(=O)NNC2CC(=O)N(c3ccc4ccccc4c3)C2=O)c(C)o1 (stereo not given) | 2.6 | -1.2 | 5.7 | -3.2 | -10.7 | 1.0 | 0.8 | -17.4 | -5.4 | 6.6
Cc1ccc([C@H]2N[C@]3(CCCN(Cc4cccn4C)C3=O)[C@H]3C(=O)N(Cc4ccccc4)C(=O)[C@@H]23)cc1 | 0.9 | -7.9 | 1.9 | 0.2 | 1.6 | -2.1 | 0.8 | -4.2 | 2.9 | 9.5
O=C(NC1CCCN(Cc2ccc(Cl)cc2)C1)c1ccccc1-c1ncc[nH]1 (stereo not given) | -7.3 | -3.4 | 8.8 | 0.7 | -1.3 | 1.1 | -0.2 | 4.0 | 0.1 | -0.5
COc1ccc2cc(C(=O)N3CCN(c4ccccc4F)CC3)[nH]c2c1 | 0.8 | -0.9 | -0.9 | -5.9 | 3.7 | 3.8 | -0.1 | -6.0 | -0.6 | -3.9
COC(=O)c1ccccc1NC(=O)c1cc(C)no1 | -0.5 | 0.4 | 3.2 | 0.9 | -0.9 | -4.0 | 1.2 | 12.3 | -1.1 | -2.3
Cc1cc(=O)[nH]c(SCC(=O)Nc2ccc3c(c2)OCCO3)n1 | 1.8 | 1.8 | -5.6 | 7.5 | 2.1 | 0.0 | 7.6 | -1.1 | 1.2 | -0.5
O=C(Nc1nccs1)c1cccc(S(=O)(=O)N2CCOCC2)c1 | 0.9 | 1.1 | 8.0 | -4.5 | 4.1 | -1.8 | 6.2 | -3.0 | -1.3 | -2.5
c1ccc(COc2cccc(CN3CCc4ccccc4C3)c2)cc1 | -6.0 | 0.6 | 1.8 | -1.0 | 8.7 | -3.5 | 1.5 | -2.5 | -1.2 | -0.9
CCCCNC(=O)c1ccc(/C=C2\Oc3ccccc3N(C)C2=O)cc1 | -4.3 | -3.2 | 1.4 | -10.6 | -4.0 | -5.1 | -5.8 | -8.7 | -0.5 | -1.8
COC(=O)c1ccc(S(=O)(=O)N2CCCC2)o1 | -2.4 | 3.0 | 6.8 | 1.1 | -0.2 | -2.4 | -4.3 | -9.5 | 1.2 | 2.1

Structures above that have a furan ring, fused or not, in the order listed:
SMILES | SIAE inh | MBD2 DNA inh | TCR-CD3 inh | HTRA1 inhibitor | ABHD4 inh | LEDGF integ inh | NPR2 activator | TDP2 absorb | PRMT1 inh | rCAG binder
Cc1cc(C(=O)NNC2CC(=O)N(c3ccc4ccccc4c3)C2=O)c(C)o1 (stereo not given) | 2.6 | -1.2 | 5.7 | -3.2 | -10.7 | 1.0 | 0.8 | -17.4 | -5.4 | 6.6
COC(=O)c1ccc(S(=O)(=O)N2CCCC2)o1 | -2.4 | 3.0 | 6.8 | 1.1 | -0.2 | -2.4 | -4.3 | -9.5 | 1.2 | 2.1

(continued)
SMILES | SIAE inh | MBD2 DNA inh | TCR-CD3 inh | HTRA1 inhibitor | ABHD4 inh | LEDGF integ inh | NPR2 activator | TDP2 absorb | PRMT1 inh | rCAG binder
COc1ccc(Cl)cc1-c1n[nH]c(=S)n1C | 1.3 | 7.7 | -1.3 | 4.0 | -11.6 | -5.2 | -1.8 | -3.7 | 7.7 | 3.8
COc1ccc(Cc2nc3ccc(C(=O)N4CCCCC4CO)cc3o2)cc1OC (stereo not given) | 3.8 | 4.5 | 2.4 | 0.3 | -5.5 | 0.5 | -4.8 | -0.8 | -2.7 | 2.7
CN(Cc1ccccc1)Cc1nc2c(c(=O)n(C)c(=O)n2C)n1CCc1ccccc1 | 0.7 | -4.3 | 2.6 | -2.7 | -9.2 | 22.7* | -9.0 | -3.0 | -5.3 | -5.0
COC(=O)C(NC(=O)c1ccco1)(Nc1nc(C)cs1)C(F)(F)F (stereo not given) | -1.0 | 7.6 | -6.9 | 4.1 | -9.4 | -7.8 | 1.6 | -4.7 | 5.7 | 4.7
CC1(C)Cc2nc(-c3ccccc3)nc(SCC(=O)N3CCOCC3)c2CO1 | 0.4 | -4.5 | -4.6 | 10.5 | -7.0 | 0.8 | -0.9 | -11.9 | -6.1 | -2.8
COCc1cc(C)nc(Sc2nc3c(c(=O)n(C)c(=O)n3C)n2C)c1C#N | -0.1 | 8.3 | -2.8 | 8.1 | 2.2 | -3.1 | 5.0 | 3.7 | 4.6 | -0.2
O=S(=O)(c1ccccc1)N1CCN(c2ncnc3sc(-c4ccccc4)cc23)CC1 | 4.0 | 1.2 | 2.0 | -2.0 | 3.1 | -0.8 | . | 1.0 | -1.1 | 1.1
CCOc1ccc(N(CC(=O)NCCC2=CCCCC2)S(=O)(=O)c2ccccc2)cc1 | -3.0 | 0.9 | 1.5 | -4.8 | -5.7 | -5.5 | -1.1 | 3.0 | 4.4 | 0.1
COc1ccccc1CNCC(=O)Nc1cc(S(=O)(=O)N2CCOCC2)ccc1Cl | 4.2 | -1.7 | 0.4 | -1.4 | 3.6 | -0.6 | 3.5 | 1.7 | -5.3 | 0.3
O=[N+]([O-])c1cc2ccccc2c(O)c1O | 5.0 | -15.7 | -5.7 | 16.0 | 11.7 | 17.7* | 3.6 | 9.4 | 12.7 | 6.9
Cc1ccc(C)c(CN2CCSCC2)c1 | -5.5 | -0.2 | -2.1 | 2.6 | 13.0 | -5.2 | -0.5 | 25.6* | 1.0 | 1.4
COc1ccc(C(F)(F)F)cc1N/C=C/c1nnnn1-c1ccc(C)cc1 | 6.6 | -1.0 | 2.4 | -6.9 | 1.5 | 0.7 | 1.6 | 5.8 | -2.7 | 6.5
COc1ccc(-c2csc(N(Cc3ccccc3)C(=O)COc3ccc(Cl)cc3)n2)cc1 | -3.2 | 6.1 | -4.2 | 2.8 | 0.4 | 0.7 | 2.4 | -3.3 | -0.6 | -0.5
COc1ccc(S(=O)(=O)N2CCC(C(=O)Nc3cccc(C(C)=O)c3)CC2)cc1C | -11.0 | 8.0 | 4.8 | -11.9 | -12.6 | 1.0 | -15.0 | -4.0 | 0.6 | 7.4
O=C1Nc2cc(C(=O)NCCCN3CCCC3)ccc2S/C1=C/c1cccc(Cl)c1 | -13.6 | -4.4 | -1.0 | -14.4 | -15.9 | 3.1 | 12.2 | -0.1 | -4.0 | 20.2
COC(=O)CNC(c1ccccc1)c1cc(Br)ccc1NC(=O)CCN1CCOCC1 (stereo not given) | 1.2 | 1.9 | 3.0 | -41.0 | 6.3 | 3.0 | -14.0 | 5.2 | 18.6 | 0.0
N#CC1(NC(=O)COC(=O)c2ncc(Cl)c(Cl)c2Cl)CCCCC1 | 2.2 | -2.9 | 5.5 | 1.4 | 5.3 | -1.0 | 2.4 | 2.8 | 3.5 | -3.9
CCOP(=O)(OCC)C(NC(=O)/C=C/c1ccc(OC)cc1)c1ccccc1 (stereo not given) | -1.2 | -3.4 | -1.1 | 5.1 | -5.4 | -4.6 | 0.2 | 11.1 | -1.7 | -9.6
Cc1nc2ccccc2nc1OCC(=O)Nc1cc(C(F)(F)F)ccc1N1CCOCC1 | -2.4 | 0.8 | 0.6 | -8.9 | -0.9 | -1.6 | 1.7 | -8.9 | -0.3 | -4.7
Clc1cccc(-c2nc3nc4ccccc4nc3n2Cc2ccccc2)c1 | 4.0 | -1.5 | 0.2 | 4.9 | -3.7 | 2.3 | 2.8 | -2.3 | -1.0 | 0.4
Cc1ccsc1C(=O)N1CCCC1(C)C(=O)NCC(C)C (stereo not given) | 5.1 | 3.3 | 4.4 | . | -1.0 | -0.2 | 3.0 | 10.3 | -0.4 | 1.1
O=C(/C=C/c1cccc([N+](=O)[O-])c1)NCc1ccc2c(c1)OCO2 | 3.5 | 10.2 | 3.2 | 0.4 | -13.7 | -1.9 | 1.2 | -3.6 | 1.8 | 2.5
Cc1ccc(C(=O)NC2CCN(CC(=O)Nc3ccccc3Cl)CC2)cc1 | 2.7 | 0.0 | -2.9 | -1.4 | -4.7 | -0.8 | 3.6 | 1.4 | -2.6 | -8.0
CC(C)C(C(=O)Nc1cccnc1)N1C(=O)c2ccccc2C1=O (stereo not given) | -1.5 | 1.1 | 0.3 | -3.2 | -0.8 | -0.7 | 4.6 | -9.3 | -0.4 | -4.6
Cc1cc2nccc(-c3ccc(OCCCF)cc3)n2n1 | -1.9 | -3.5 | -1.1 | 5.4 | -5.3 | 3.5 | -0.1 | -13.6 | -0.1 | -3.4
CC(C)Oc1c(N2CCOCC2)c(=O)c1=O | -1.6 | 4.8 | 0.1 | 6.0 | 9.2 | -0.4 | -0.2 | 3.2 | 1.0 | -1.8
CC(C)c1cc(Cn2c3ccccc3c(=O)n2C(C)Cn2cc(COc3ccccc3)nn2)on1 (stereo not given) | 1.3 | 4.7 | 1.8 | . | 4.7 | -4.4 | -9.1 | 7.9 | -2.5 | -1.4
COCCN(C(=S)Nc1ccc(OC)c(Cl)c1)C1CCN(C(C)C)CC1 | 3.9 | 0.6 | 3.7 | -1.6 | -6.2 | 1.7 | 5.5 | 13.8 | -0.1 | 0.3
CSc1ncc(C(=O)O)c(C)n1 | -3.0 | 3.2 | -5.6 | 0.2 | -5.3 | -1.8 | -0.8 | 12.8 | 1.1 | 3.8
COc1cccc(OC)c1OCC(O)CN1CCN(c2ccccc2F)CC1 (stereo not given) | 1.5 | -2.8 | 3.5 | -1.5 | -4.8 | -1.0 | -2.0 | -12.9 | 0.2 | -2.0
Clc1ccc(Cn2ncc3c(NCc4ccccc4)ncnc32)cc1 | -5.3 | -6.2 | -3.5 | -40.1 | -13.1 | 2.0 | 10.2 | 1.5 | 3.0 | -6.5
CC1(C)Cc2cccc(OCC(=O)Nc3cccnc3)c2O1 | 1.3 | -1.9 | -1.2 | 3.7 | -8.6 | 1.1 | 0.2 | -12.4 | 2.2 | -2.8
Fc1ccc(CN2CCC(Cc3ccccc3)CC2)cc1F | -0.1 | 0.5 | -6.9 | 6.5 | 7.2 | 1.4 | 2.9 | 5.3 | 1.9 | -8.8
Cc1c2cnn(-c3ccccc3)c(=O)c2c(C)n1CCCC(=O)N1CCN(c2ncccn2)CC1 | 6.0 | 4.6 | -6.8 | -0.2 | -3.2 | 2.6 | 5.0 | -2.8 | -4.8 | -0.3
O=S(=O)(c1cccc(Br)c1)N1CCN(c2ccnc3cc(Cl)ccc23)CC1 | -5.9 | -7.0 | 7.9 | -42.8 | -13.9 | 2.5 | -12.4 | -11.1 | -6.2 | 3.3

Single entries from above.
HTRA1 inhibitor, COCCN(C(=S)Nc1ccc(OC)c(Cl)c1)C1CCN(C(C)C)CC1 is entered as -1.6
SIAE inh, Cc1cc2nccc(-c3ccc(OCCCF)cc3)n2n1 is entered as -1.9
MBD2 DNA inh, CC(C)c1cc(Cn2c3ccccc3c(=O)n2C(C)Cn2cc(COc3ccccc3)nn2)on1 (stereo not given) is entered as 4.7
HTRA1 inhibitor, Clc1ccc(Cn2ncc3c(NCc4ccccc4)ncnc32)cc1 is entered as -40.1

Source: PubChem
